SK-BR-3 tox 24h – SK-BR-3 proliferation inhibitors, primary screen, cell-based, human, 24 h; SK-BR-3 viability, CellTiter-Glo ATP luminescence; stronger effect = lower value; viability, % at 10 µM; actives 0.47% (n = 41,000); AID 847, 2007;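 active = viability at or below the median of all test compounds minus 3 SD, in both replicates if run twice, cut at about 45% in these data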;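 also: 100% = median untreated cell wells and 0% = median positive control drug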
The depositor's hits bear a star.

SMILES | SK-BR-3 tox 24h
CCCC(=O)Nc1cccc(NC(=O)c2ccc3c(c2)OCCO3)c1 | 75
C=CCn1c(SCc2ccc(C#N)cc2)nnc1-c1cccc(Cl)c1 | 68
CCOC(=O)N1CCC(NS(=O)(=O)c2cc(Br)cc3c2N(C(=O)CC)CC3)CC1 | 88
CS(=O)(=O)N(CC(=O)NC1CCCC1)c1ccc2c(c1)OCCO2 | 122
CC1=Nn2c(nnc2-c2ccccn2)SC1 | 97
C=CCn1c(=O)c2c(nc3n2CCS3)n(C)c1=O | 59
O=C(O)CCC(NC(=O)OCc1ccccc1)C(=O)O (configuration not stated) | 99
Cc1nc(SCC(=O)Nc2ccc(C)c(F)c2)c2oc3ccccc3c2n1 | 100
CCOc1ccc(-c2nnc(SCC(=O)N(CC)CC)n2N)cc1 | 94
O=C(Nc1ccc(F)cc1)N1CCN(c2nc3ccccc3s2)CC1 | 41*
O=C(NCc1cccnc1)/C(=N\O)c1ccccc1 | 91
CCOC(=O)CN1C(=O)C(C)(C)Oc2ccc(C(=O)NC(C)(C)CC)cc21 | 92
Cc1ccnc(N2CCC(C(=O)Nc3nnc(C)s3)CC2)n1 | 103
COc1ccc(-c2cc(C(F)(F)F)nc(SCCC(=O)N3CCOCC3)n2)cc1 | 95
COc1ccc(OCc2ccc(-c3nc4ccccc4c(=O)n3N)o2)cc1 | 96
Cc1cccc2cc(CN(CCCO)C(=O)Nc3cccc(Cl)c3)c(=O)[nH]c12 | 84
O=C(CN1C(=O)c2ccccc2S1(=O)=O)N1CCc2ccccc21 | 97
COc1ccc(CC(=O)Nc2nc3n(n2)C(c2ccccc2)CC(=O)N3)cc1OC (configuration not stated) | 83
CCOC(=O)C1=C(C)NC2=C(C(=O)C(C(=O)OC)C(C)C2)C1c1ccc(OC)c(O)c1 (configuration not stated) | 73
C=CCc1cccc(CNc2nc3ccccc3n2CCC)c1O | 89
O=C(c1ccccc1-c1nc(-c2ccc(F)cc2)no1)N1CCCC1 | 85
Cc1cc(NC(=O)Cn2nc(C(F)(F)F)c3c2CCC3)no1 | 84
CN(C1CCCCC1)S(=O)(=O)c1ccc(NC(=O)C2CCCCC2C(=O)O)cc1 (configuration not stated) | 88
CCOC(=O)c1cnc(-n2nc(C)cc2C)nc1NC1CCCCC1 | 106
CN1C(=O)CC(N2CCN(c3ncccn3)CC2)C1=O (configuration not stated) | 104
COc1cc(OC)cc(-c2nc(N)n[nH]2)c1 | 85
CCC(OC(=O)c1cccs1)C(=O)NC1CCCCC1 (configuration not stated) | 99
COc1ccccc1-c1ccc(Nc2cccc(C(C)=O)c2)nn1 | 72
Cc1cccc(-c2cc3nc(C)cc(NCCCN(C)C)n3n2)c1 | 78
Clc1cc(Cl)c2nc(N3CCOCC3)sc2c1 | 64
COc1ccc(-c2ccc(SCC(=O)N3CCOCC3)nn2)cc1OC | 73
CCCOCC(O)COc1ccccc1C(=O)N1CCOCC1 (configuration not stated) | 96
COc1ccc(S(=O)(=O)Nc2ccc(S(=O)(=O)Nc3nc(C)cc(C)n3)cc2)cc1OC | 95
O=C(CSc1nc2c(c(=O)n1-c1ccc(Br)cc1)SCC2)NCc1ccco1 | 87
C/C=C/c1ccc(OCCCNCC(C)O)c(OC)c1 (configuration not stated) | 101
COCc1cc(C)nc(SCC(=O)Nc2ccc3c(c2)OCO3)c1C#N | 82
COc1cc2c(cc1OC)-c1cc(NC3CCCC3)nc(=O)n1CC2 | 86
COCc1n[nH]c(=S)n1-c1cccc2ccccc12 | 79
CC(=O)NCC(=O)N(Cc1ccco1)C1(C(=O)NC2CCCCC2)CCCCC1 | 87
CC(=O)NCC1=C(NC(C)=O)C2CC1C(C)(C)C2C (configuration not stated) | 97
COc1ccc(C2CC(c3cc(OC)ccc3OC)n3nnnc3N2)cc1 (configuration not stated) | 84
COc1ccc(OC)c(S(=O)(=O)N2CCC(C(=O)NCCC3=CCCCC3)CC2)c1 | 89
COc1c(Br)cc(Br)cc1/C=N/n1c(C)nnc1C | 83
C=CCN(C(=O)CCC(=O)Nc1cc(C)on1)C(C(=O)NC1CCCC1)c1cccnc1 (configuration not stated) | 82
CC(=O)c1ccc(NC(=O)CSCCO)cc1 | 117

3 entries from above, as labelled records:
Structure: CC(=O)NCC1=C(NC(C)=O)C2CC1C(C)(C)C2C (configuration not stated)
  SK-BR-3 tox 24h: 97
Structure: CCCOCC(O)COc1ccccc1C(=O)N1CCOCC1 (configuration not stated)
  SK-BR-3 tox 24h: 96
Structure: C/C=C/c1ccc(OCCCNCC(C)O)c(OC)c1 (configuration not stated)
  SK-BR-3 tox 24h: 101

Remaining list, next part
SMILES | SK-BR-3 tox 24h
CC(=O)c1cccc(NC(=O)C2CCCN(S(C)(=O)=O)C2)c1 (configuration not stated) | 106
N#Cc1ccc(C23CC4CC(CC(C4)C2)C3)[nH]c1=O | 94
O=C(NCc1ccco1)c1cc2ccc(O)cc2oc1=O | 94
Cc1ccc(NC(=O)NCC(c2cccnc2)N2CCOCC2)cc1 (configuration not stated) | 89
CN(c1ccc(OCC(=O)N2CCCCC2)cc1)S(=O)(=O)c1cccs1 | 81
COC(=O)CC1=C(C(=O)OC)C(c2cccc(OCC(N)=O)c2)C(C#N)=C(N)O1 (configuration not stated) | 92
O=C(CSc1nnc2ccccn12)c1ccc2c(c1)OCCO2 | 94
Cc1ccc(NC(=O)N2CCC(c3nc4c(nnn4Cc4cccc(Cl)c4)c(=O)[nH]3)CC2)cc1 | 56
O=C(NCc1ccco1)c1cc2sccc2n1Cc1ccc(F)cc1 | 110
C=CCN1C(=O)CN=C1NCc1ccccc1 | 76
CCCn1c(NC(=O)c2ccccc2)nc2ccccc21 | 73
O=C(Nc1ccc(S(=O)(=O)C(F)F)cc1)c1cccc(S(=O)(=O)N2CCOCC2)c1 | 64
COC(=O)c1cccc(NC(=O)c2ccc(S(=O)(=O)N3CCN(C)CC3)cc2)c1 | 112
C[C@H](NC(=O)Nc1ccc2c(c1)OCCO2)C(=O)O | 81
CCSc1sccc1C1C(C#N)=C(N)N(c2cccnc2)C2=C1C(=O)CCC2 (configuration not stated) | 114
CCOC(=O)CCc1c(C)c(C#N)c2nc3ccccc3n2c1-n1ccnc1C | 94
CC(C1CC1)N(C(=O)NC1CCS(=O)(=O)C1)c1ccccc1 (configuration not stated) | 69
O=C(O)CCC(=O)Nc1ccc(Br)cn1 | 113
Nc1nnc(CSc2ccc(Cl)cc2)s1 | 92
CC(NC(=O)C1CCC1)c1ccc(Cl)cc1 (configuration not stated) | 118
CC(=O)Nc1nc2ccccc2n1CCN(C)C | 88
COC(=O)c1ccc(NC(=O)c2ccccc2NS(C)(=O)=O)cc1 | 92
CC1CCN(CCCNC(=O)Cc2c(C(=O)O)n(C)c3ccccc23)CC1 | 50
COc1cc(OC)c(C2C(C(=O)N3CCOCC3)=C(C)NC3=C2C(=O)CC(C)(C)C3)cc1OC (configuration not stated) | 99
COc1cc(C2c3c(oc4ccccc4c3=O)C(=O)N2Cc2ccncc2)ccc1O (configuration not stated) | 90
Cc1cc(C(=O)N2CCN(c3ncccn3)CC2)c2cc(F)ccc2n1 | 88
CCCOC(=O)CSc1nnc(-c2ccc(Cl)cc2Cl)o1 | 90
O=C(Cn1cnc2c(cnn2-c2ccccc2)c1=O)N1CCCc2ccccc21 | 100
O=C(O)Cn1cc(C(=O)c2cccs2)c2ccccc21 | 99
NC(=O)C1CCN(C(=S)c2cccs2)CC1 | 92

Fetched one by one from the entries so far (four):
SMILES | SK-BR-3 tox 24h
Nc1nnc(CSc2ccc(Cl)cc2)s1 | 92
CC1CCN(CCCNC(=O)Cc2c(C(=O)O)n(C)c3ccccc23)CC1 | 50
O=C(O)CCC(=O)Nc1ccc(Br)cn1 | 113
CC(=O)Nc1nc2ccccc2n1CCN(C)C | 88

Other compounds follow.
SMILES | SK-BR-3 tox 24h
CC(C)C(=O)Nc1ccc(NC(=O)c2ccccc2Cl)nc1 | 136
CCOC(=O)Cc1nnc(NC(=O)C(CC)Sc2nnc3c4ccccc4n(C)c3n2)s1 (configuration not stated) | 93
Nc1ccc(-c2nc3c(Cl)c(N)ccc3[nH]2)cc1 | 121
COc1ccc(-c2noc(CSc3nc(N)c(-c4ccccc4)c(=O)[nH]3)n2)cc1 | 99
CCN1CCc2c(C#N)c(N3CCOCC3)nc(NCc3ccccc3)c2C1 | 86
Cc1ccccc1NC1=NC(C)(C)N=C(N)N1 | 112
CC1(C)CC(=O)C(C=Nc2ccc(O)cc2)=C(O)C1 | 83
O=C(NC1CCCCCC1)c1c(F)c(F)c(F)c(F)c1F | 80
CC(C)(C)c1ccc(OCCn2ccccc2=O)cc1 | 88
COc1ccc(Cc2c(O)nc(SC)n(C(C)=O)c2=O)cc1 | 104
CCCC(=O)Nc1nc2ccc(NC(=O)c3ccc(Br)o3)cc2s1 | 89
CCOC(=O)c1cc(C)n(CCCN2CCOCC2)c1C | 104
Cn1ncc2c(N3CCOCC3)ncnc21 | 77
CC(=O)OC1CC(C)(C)N(OC(=O)CCCN2C(=O)c3ccccc3C2=O)C(C)(C)C1 | 113
O=C(C1=C(O)C(=O)N(CCOCCO)C1c1cccs1)c1cccs1 (configuration not stated) | 91
COc1cc(S(=O)(=O)n2c(C)nc3ccccc32)ccc1F | 94
CCCCN1CC(O)=C(c2nc3ccccc3[nH]2)C1=N | 86
CCC(C(=O)OCC(=O)Nc1c(C)n(C)n(-c2ccccc2)c1=O)c1ccccc1 (configuration not stated) | 85
COC(=O)c1cc(COc2ccc3c4c(c(=O)oc3c2)CCCC4)c(C)o1 | 111
Cc1noc(C)c1C(=O)Nc1sc(C)c(C)c1C#N | 87
Cc1cccc(Nc2ncccc2C(=O)O)c1C | 54
COC(=O)C1=C(C)Nc2ncnn2C1c1ccco1 (configuration not stated) | 90
CCCOc1ccccc1C1CC(=O)NC(C)=C1C(=O)OCC(C)C (configuration not stated) | 86
CSc1nc2ccc3nc(NC(=O)c4cccs4)sc3c2s1 | 89
CC12CC(NC(=O)N1CCc1ccccc1)c1ccccc1O2 (configuration not stated) | 99
O=C(Nc1ccc(Cl)cn1)c1cnn2cccnc12 | 120
COc1cccc(N(C(=O)c2ccco2)C(C(=O)NC2CCCC2)c2cccnc2)c1 (configuration not stated) | 105
COC(=O)c1ccc(COc2cccc(OC)c2)o1 | 99
Cc1ccc(N2C(=O)c3n[nH]c(C)c3C2c2ccccn2)cc1 (configuration not stated) | 88
CC(C)[C@H](NC(=O)NCc1ccc(Cl)cc1)C(=O)O | 105

By substructure, those above with a CF3 group (two)
SMILES | SK-BR-3 tox 24h
COc1ccc(-c2cc(C(F)(F)F)nc(SCCC(=O)N3CCOCC3)n2)cc1 | 95
Cc1cc(NC(=O)Cn2nc(C(F)(F)F)c3c2CCC3)no1 | 84

Remaining list, next part
SMILES | SK-BR-3 tox 24h
CCC(C)(C)n1nnnc1C(c1cccs1)N1CCc2ccccc21 (configuration not stated) | 93
Cc1cc(N(C)C)c(C#N)c(NCc2ccccc2)n1 | 85
CCC(=O)Nc1cc(C(F)(F)F)ccc1N1CCOCC1 | 142
O=C(CCc1nc(-c2ccccc2F)no1)NCCN1CCc2ccccc2C1 | 69
Cc1ccc(-c2noc(-c3ccccc3C(=O)N3CCN(C)CC3)n2)cc1 | 90
CCNc1nc(OCCNS(=O)(=O)c2cc(C)ccc2C)nc(N(C)C)n1 | 82
O=C(Nc1ncccn1)c1cccs1 | 84
CC1(C)CC(CC(=O)Nc2ccccn2)C(=O)O1 (configuration not stated) | 97
CCOC(=O)c1ccc(NC(=O)c2cccc(S(=O)(=O)N3CCOCC3)c2)cc1 | 103
CC(=NCc1ccc2c(c1)OCO2)C1=C(O)c2ccccc2C1=O | 86
Cc1ccnc(SCCn2c(Br)nc3c2c(=O)[nH]c(=O)n3C)n1 | 84
O=C(Nc1ccc2nn(-c3ccccc3)nc2c1)c1cccnc1 | 111
CC(C)CC(c1nnnn1C1CCCC1)N1CCN(c2ccccc2F)CC1 (configuration not stated) | 77
CC1CN(c2nc3ccccc3nc2C(C#N)C(=O)NC2CCCCC2)CC(C)O1 (configuration not stated) | 96
COCCN(CC(=O)NC1CCCCC1)C(=O)CSc1nc2ccccc2o1 | 74
CCOc1ccc(Br)cc1C1NC(=O)c2c(sc3c2CCN(C)C3)N1 (configuration not stated) | 91
CCc1noc(N)c1C(=O)Nc1ccc(F)c(Cl)c1 | 83
CN(C)c1nc2ccccc2c(N)c1-c1ccccc1 | 69
COC(=O)c1[nH]c2ccccc2c1NC(=O)CN1CCCCCC1 | 80
Cc1ccc(C)c(C(=O)CSc2nnnn2-c2cccnc2)c1 | 90
Cc1ccc2nc(Cc3ccc(N)cc3)oc2c1 | 132
Cc1cc(SCC(=O)N2CCCC2)nc2ccccc12 | 118
COC(=O)c1ccc(C2NC(C(=O)O)CS2)cc1 (configuration not stated) | 83
CCOc1ccc2c(c1)c1nnc(SCC3CCCO3)nc1n2C (configuration not stated) | 89
O=C(CSc1cccc2cccnc12)N1CCCC1 | 82
Cc1cccc(NC(=O)CN2C(=O)COc3ccc(Cl)cc32)c1 | 88
CC1CCCCC1NC(=O)CSc1nnc(N)s1 (configuration not stated) | 104
O=C(NCC1CCCO1)C1CCCN(c2ncccn2)C1 (configuration not stated) | 103
CC1CCCC(NC(=O)CSc2nnc(N)s2)C1C (configuration not stated) | 107
CC(=O)C1=C(C)NC(SCC(=O)c2ccccc2)=C(C#N)C1c1ccco1 (configuration not stated) | 103
O=C(Oc1oc(-c2ccco2)nc1C=Nc1ccccc1)c1ccco1 | 88
Cc1ccc2c(c1)nnn2C1CCN(S(=O)(=O)c2ccc(C(=O)N(C)C3CCCCC3)cc2)CC1 | 85

Part of the list above in order of number of heavy atoms, rising:
SMILES | SK-BR-3 tox 24h
Cc1noc(C)c1C(=O)Nc1sc(C)c(C)c1C#N | 87
CN1C(=O)CC(N2CCN(c3ncccn3)CC2)C1=O (configuration not stated) | 104
Cc1ccc(C)c(C(=O)CSc2nnnn2-c2cccnc2)c1 | 90
Cc1ccc(NC(=O)NCC(c2cccnc2)N2CCOCC2)cc1 (configuration not stated) | 89
COc1ccc(-c2ccc(SCC(=O)N3CCOCC3)nn2)cc1OC | 73

Bioassay records deposited in PubChem BioAssay by SRMLSC.

The list is partial, so the mix of outcomes need not match the whole.
